Assay outcomes: PubChem BioAssay, several laboratories
CDK5 p35 inh: CDK5/p35 (human) kinase inhibition. Q00535+Q15078. inhibition, % at 10 µM. Recombinant CDK5/p35, ADP-Glo luminescence, 60 min. 0.01% of 330,000 active. AID 488839;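 active = highest replicate inhibition of at least 50% and at least 75% of replicates reaching 50%; inconclusive = only one of the two criteria met; inactive = both criteria failed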;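 note: plate controls were DMSO neutral control for no effect and GW8510 at 10 µM for full effect; many of its hits are not listed in these tables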
PfHsp90 set2: inhibits growth of yeast expressing Plasmodium falciparum Hsp90 | 0.32% of 310,000 active | S. cerevisiae expressing PfHsp90, BacTiter-Glo ATP, 48 h; yeast lacking PDR1 and PDR3 efflux regulators | inhibition, % at 9.4 µM;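 active = every replicate shows inhibition above about 80%, whatever the replicate mean, limit read from the data; inconclusive = mean inhibition reaches the set limit but some replicate falls short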;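 note: 0% = DMSO neutral controls and 100% = 20 µM radicicol positive controls; yeast relying on Plasmodium falciparum Hsp90 in place of its own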
LANA DNA inh: KSHV C-LANA DNA binding inhibition. MBP-C-LANA/FAM-LBS DNA binding, fluorescence polarization. inhibition, % at 9 µM. 0.078% of 340,000 active. AID 504423;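 active = highest replicate inhibition at or above 60% at 9 µM, even if other replicates fall short; inactive = all replicates below 60% inhibition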;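 note: 0% = neutral control wells and 100% = 4 µM acridine orange control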
Rtt109 Vps75: inhibitors of Candida albicans Rtt109/Vps75 histone acetyltransferase | purified Rtt109/Vps75, ThioGlo CoA-SH fluorescence, 4 h | inhibition, % at 34.9 µM | 0.16% of 330,000 active;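 active = inhibition of at least 50% in every replicate; inconclusive = best replicate reaches 50% inhibition but some replicates fall short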
Mot1-301 SUMO: blocks SUMOylation pathway, rescuing yeast Mot1-301 growth | S. cerevisiae Mot1-301 growth rescue, ATP luminescence, 38.5C; percent above DMSO median, 100 means doubled | growth rescue, % at 18.8 µM | 1% of 320,000 active | AID 2716;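 active = every valid replicate shows activation above 250% relative to neutral control wells; inactive = the rest, any valid replicate at or below 250%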;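 note: OY570 slx delta 5 strain wells were the positive control but not used for scaling; some compounds called inactive have numbers as strong as hits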
RTF Ca sens inh: cardiac RTF calcium desensitization; P19429+P45379; IANBD-labeled cardiac RTF, Ca2+ fluorescence; inhibition, % at 7.15 µM; 0.12% of 340,000 active; AID 493244;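 active = inhibition above the mean inhibition of all tested compounds plus 3 SD, cut at about 17% in these data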;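 note: assay run at fixed EC70 calcium of 1.6 mM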
Keap1 Nrf2 FP: inhibitors of human Keap1-Nrf2 protein-protein interaction; Keap1 Kelch-Nrf2 peptide fluorescence polarization, 1536-well; 0.15% of 340,000 active; Q14145; AID 504523; inhibition, % at 9.4 µM; in the data active = inhibition above about 12%; inconclusive = no clear call, values can overlap the other calls; inactive = below about 7.3%;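 note: human Keap1 Kelch domain with fluorescein labeled Nrf2 9mer peptide probe; 0% = neutral control wells and 100% = peptide positive control; higher means more block of Keap1 binding to Nrf2 peptide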
dFosB act: enhances mouse delta FosB homodimer DNA binding; P13346; purified delta FosB, TAMRA-CDK5 oligo fluorescence polarization; percent of positive-control signal above neutral wells; activation, % at 25 µM; 0.99% of 340,000 active; AID 493131;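 active = mean activation above about 17%, with every replicate also reaching it, limit read from the data, passing the limit was not always enough; inconclusive = only one of the two conditions met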;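 note: fluorescence polarization rise as delta FosB binds a TAMRA Cdk5 AP-1 oligo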
cardiac RTF act: cardiac RTF calcium sensitization; P19429+P45379; 0.24% of 340,000 active; activation, % at 7.2 µM; IANBD-labeled TnC RTF fluorescence at EC20 calcium; 0% EC20 calcium, 100% full calcium;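 active = activation above the mean over all tested compounds plus 3 SD, cut at about 30% in these data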;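 note: rise in fluorescence read as greater calcium sensitivity of cardiac thin filaments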
NSD2 inh: inhibitors of human histone methyltransferase NSD2 | O96028 | NSD2 peptide methylation, AlphaScreen, 120 min | inhibition, % at 12.5 µM | 0.54% of 310,000 active; in the data active = inhibition above about 50%
Target sequence (O96028 whole entry, looked up): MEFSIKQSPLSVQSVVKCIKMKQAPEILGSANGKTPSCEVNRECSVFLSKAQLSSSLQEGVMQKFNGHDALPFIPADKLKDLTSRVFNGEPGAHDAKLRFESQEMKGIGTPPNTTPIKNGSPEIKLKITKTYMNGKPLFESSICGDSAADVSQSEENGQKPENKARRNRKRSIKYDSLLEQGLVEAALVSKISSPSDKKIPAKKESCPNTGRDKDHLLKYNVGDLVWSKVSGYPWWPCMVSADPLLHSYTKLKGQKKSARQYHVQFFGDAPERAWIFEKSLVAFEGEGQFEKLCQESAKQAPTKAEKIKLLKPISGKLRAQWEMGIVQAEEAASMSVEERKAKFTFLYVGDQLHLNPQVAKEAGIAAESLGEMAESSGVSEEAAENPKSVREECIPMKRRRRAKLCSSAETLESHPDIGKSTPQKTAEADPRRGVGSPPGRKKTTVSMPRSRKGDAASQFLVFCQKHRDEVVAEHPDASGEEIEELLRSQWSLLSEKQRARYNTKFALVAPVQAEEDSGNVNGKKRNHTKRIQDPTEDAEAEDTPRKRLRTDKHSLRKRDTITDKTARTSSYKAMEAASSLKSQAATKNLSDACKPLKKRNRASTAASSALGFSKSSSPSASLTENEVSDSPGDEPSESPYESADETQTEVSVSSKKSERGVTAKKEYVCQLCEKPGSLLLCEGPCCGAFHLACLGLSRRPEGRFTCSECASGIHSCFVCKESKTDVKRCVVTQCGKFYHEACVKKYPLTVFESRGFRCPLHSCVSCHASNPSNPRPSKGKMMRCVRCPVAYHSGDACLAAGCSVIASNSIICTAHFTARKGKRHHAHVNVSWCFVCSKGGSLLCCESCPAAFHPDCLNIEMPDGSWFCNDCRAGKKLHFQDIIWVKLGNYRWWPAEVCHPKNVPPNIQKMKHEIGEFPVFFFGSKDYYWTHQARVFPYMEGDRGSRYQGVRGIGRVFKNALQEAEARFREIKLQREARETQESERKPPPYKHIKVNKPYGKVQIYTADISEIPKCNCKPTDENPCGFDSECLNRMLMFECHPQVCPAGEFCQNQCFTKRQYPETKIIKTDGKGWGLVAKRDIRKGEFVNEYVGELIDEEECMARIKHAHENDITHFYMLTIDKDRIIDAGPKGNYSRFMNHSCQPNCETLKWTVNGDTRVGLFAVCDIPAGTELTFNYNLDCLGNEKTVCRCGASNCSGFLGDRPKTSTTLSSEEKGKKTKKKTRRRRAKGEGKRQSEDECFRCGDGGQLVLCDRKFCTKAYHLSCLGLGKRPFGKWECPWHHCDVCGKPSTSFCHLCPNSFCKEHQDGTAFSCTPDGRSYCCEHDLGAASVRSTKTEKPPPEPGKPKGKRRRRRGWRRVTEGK
PvdQ acylase: P. aeruginosa PvdQ acylase inhibition; purified PvdQ acylase, fluorescence plate reader; inhibition, % at 10 µM; 0.063% of 340,000 active; in the data active = inhibition above about 30%, passing the limit was not always enough; inconclusive = no clear call, values can overlap the other calls;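 note: 0% = vehicle neutral wells and 100% = reference inhibitor wells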
An asterisk follows results filed as active.

Results for Cc1ccsc1/C=N/NC(=O)C(O)c1ccccc1 (configuration not stated) ?
CDK5 p35 inh: -0.7; PfHsp90 set2: -9; LANA DNA inh: -0.2; Rtt109 Vps75: -5; Mot1-301 SUMO: 14; RTF Ca sens inh: -9; Keap1 Nrf2 FP: -2; dFosB act: 0; cardiac RTF act: 0; NSD2 inh: -2; PvdQ acylase: -16

What do the screens show for `CCc1ccc(-c2nnn(CC(=O)N(C3CCCC3)C3CCS(=O)(=O)C3)n2)cc1` (configuration not stated)?
CDK5 p35 inh: -0.4; PfHsp90 set2: -4; LANA DNA inh: -1.6; Rtt109 Vps75: 8; RTF Ca sens inh: -13; Keap1 Nrf2 FP: -3; dFosB act: -8; cardiac RTF act: 0; NSD2 inh: -1; PvdQ acylase: -6

Results for CNS(=O)(=O)c1cccc(C(=O)NC2CCCc3ccccc32)c1 (configuration not stated) ?
CDK5 p35 inh: -4.3; PfHsp90 set2: 14; LANA DNA inh: 1.5; Rtt109 Vps75: -6; Mot1-301 SUMO: 2; RTF Ca sens inh: 0; Keap1 Nrf2 FP: -4; dFosB act: -1; cardiac RTF act: -2; NSD2 inh: -4; PvdQ acylase: -14

What do the screens show for `O=CN1CCC(=O)N(Cc2ccccc2)c2ccccc21`?
CDK5 p35 inh: -0.1; PfHsp90 set2: 14; LANA DNA inh: -0.2; Rtt109 Vps75: 3; Mot1-301 SUMO: 0; RTF Ca sens inh: -13; Keap1 Nrf2 FP: 3; dFosB act: 5; cardiac RTF act: 4; NSD2 inh: 0; PvdQ acylase: -7

How did CCCS(=O)(=O)N1CCN(Cc2ccc3c(c2)c2ccccc2n3CC)CC1 do in these assays?
CDK5 p35 inh: -0.9; PfHsp90 set2: 1; LANA DNA inh: 1.3; Rtt109 Vps75: 8; Mot1-301 SUMO: 11; RTF Ca sens inh: -29; Keap1 Nrf2 FP: -4; dFosB act: -1; cardiac RTF act: 0; NSD2 inh: 0; PvdQ acylase: -9

Results for C=CCN1c2ccccc2[C@]23C[C@@H](C(=O)OC)N=C2NC(C(=O)OC)=C(C(=O)OC)[C@H]13 ?
CDK5 p35 inh: 2.0; LANA DNA inh: 1.2; Rtt109 Vps75: 2; Mot1-301 SUMO: 834*; RTF Ca sens inh: 4; Keap1 Nrf2 FP: -1; dFosB act: -2; cardiac RTF act: -2; PvdQ acylase: -15

What do the screens show for `Cc1ccc2c(CC(=O)NC3CCS(=O)(=O)C3)coc2c1C` (configuration not stated)?
CDK5 p35 inh: 3.0; PfHsp90 set2: -5; LANA DNA inh: 1.5; Rtt109 Vps75: 7; Mot1-301 SUMO: 301; RTF Ca sens inh: -1; Keap1 Nrf2 FP: -7; dFosB act: -5; cardiac RTF act: -1; NSD2 inh: 0; PvdQ acylase: -13

What do the screens show for `CCc1nc2c(C#N)c(-c3ccc(Cl)cc3)ccn2n1`?
CDK5 p35 inh: 0.2; PfHsp90 set2: 17; LANA DNA inh: 1.9; Rtt109 Vps75: 4; Mot1-301 SUMO: 8; RTF Ca sens inh: 6; Keap1 Nrf2 FP: -6; dFosB act: inconclusive; cardiac RTF act: -4; NSD2 inh: 1; PvdQ acylase: -10

What do the screens show for `Cc1nnc(NC(=O)CC(C)c2ccccc2)s1` (configuration not stated)?
CDK5 p35 inh: -0.1; PfHsp90 set2: 3; LANA DNA inh: -1.0; Rtt109 Vps75: -1; Mot1-301 SUMO: 61; RTF Ca sens inh: -3; Keap1 Nrf2 FP: 0; dFosB act: -7; cardiac RTF act: -6; NSD2 inh: 3; PvdQ acylase: -9

What do the screens show for `COc1cccc(C(=O)N2CCn3c2nc2ccccc23)c1`?
CDK5 p35 inh: -0.6; PfHsp90 set2: -33; LANA DNA inh: -0.1; Rtt109 Vps75: 1; Mot1-301 SUMO: -1; RTF Ca sens inh: 8; Keap1 Nrf2 FP: -1; dFosB act: 9; cardiac RTF act: -5; NSD2 inh: -3; PvdQ acylase: -5

What do the screens show for `CCCC(C)(C)NC(=O)CCCCC(=O)NC(C)(C)CCC`?
CDK5 p35 inh: -1.4; PfHsp90 set2: -19; LANA DNA inh: -1.0; Rtt109 Vps75: 1; Mot1-301 SUMO: -19; RTF Ca sens inh: -12; Keap1 Nrf2 FP: -2; dFosB act: -3; cardiac RTF act: 6; NSD2 inh: -3; PvdQ acylase: -11

What do the screens show for `Oc1c(Cl)cc(CN2CCOCC2)c2cccnc12`?
CDK5 p35 inh: 0.2; LANA DNA inh: 0.8; Rtt109 Vps75: -3; Mot1-301 SUMO: -9; RTF Ca sens inh: -3; Keap1 Nrf2 FP: 0; dFosB act: -8; cardiac RTF act: -4; NSD2 inh: 4; PvdQ acylase: -2

What do the screens show for `Cc1cccc(N(Cc2cc3ccccc3[nH]c2=O)C(=O)c2cccs2)c1`?
CDK5 p35 inh: -1.2; PfHsp90 set2: -2; LANA DNA inh: 0.5; Rtt109 Vps75: 3; Mot1-301 SUMO: 206; RTF Ca sens inh: 5; Keap1 Nrf2 FP: -3; dFosB act: -10; cardiac RTF act: 0; NSD2 inh: -1; PvdQ acylase: -16

Results for Cc1ccc(NC(=S)N2CCN(c3ccccc3F)CC2)c(C)c1 ?
CDK5 p35 inh: -4.4; PfHsp90 set2: 3; LANA DNA inh: 3.3; Rtt109 Vps75: -1; Mot1-301 SUMO: -13; RTF Ca sens inh: -2; Keap1 Nrf2 FP: -2; dFosB act: -7; cardiac RTF act: -2; NSD2 inh: -1; PvdQ acylase: -9

How did O=C(NC(=S)Nc1ccc(Cc2ccncc2)cc1)c1ccccc1 do in these assays?
CDK5 p35 inh: 0.3; PfHsp90 set2: -74; LANA DNA inh: -2.9; Rtt109 Vps75: 0; Mot1-301 SUMO: 59; RTF Ca sens inh: -4; Keap1 Nrf2 FP: 0; dFosB act: -3; cardiac RTF act: -3; NSD2 inh: -1; PvdQ acylase: 15

Results for CC(C)OC(=O)c1cc(NC(=S)Nc2ccc([N+](=O)[O-])cc2)cc(C(=O)OC(C)C)c1 ?
CDK5 p35 inh: -0.4; PfHsp90 set2: -11; LANA DNA inh: 0.6; Rtt109 Vps75: 3; Mot1-301 SUMO: 2; RTF Ca sens inh: 1; Keap1 Nrf2 FP: -6; dFosB act: -13; cardiac RTF act: 5; NSD2 inh: -1; PvdQ acylase: -16

What do the screens show for `Cn1c(-c2ccc(F)cc2)cnc1NCc1cccc([N+](=O)[O-])c1`?
CDK5 p35 inh: 3.2; PfHsp90 set2: -3; LANA DNA inh: 8.8; Rtt109 Vps75: -3; Mot1-301 SUMO: 123; RTF Ca sens inh: 5; Keap1 Nrf2 FP: -4; dFosB act: 2; cardiac RTF act: 7; NSD2 inh: 1; PvdQ acylase: 8

Results for COc1ccccc1COCC(O)CN1CCN(S(=O)(=O)c2cccc(F)c2)CC1 (configuration not stated) ?
CDK5 p35 inh: 0.1; PfHsp90 set2: -19; LANA DNA inh: -0.2; Rtt109 Vps75: -1; Mot1-301 SUMO: -9; RTF Ca sens inh: -2; Keap1 Nrf2 FP: -4; dFosB act: -12; cardiac RTF act: -1; NSD2 inh: 0; PvdQ acylase: -21

Results for Cn1c(=O)cc(OCC(=O)N2CCN(c3cccc(C(F)(F)F)c3)CC2)c2ccccc21 ?
CDK5 p35 inh: -0.5; PfHsp90 set2: -34; LANA DNA inh: 1.7; Rtt109 Vps75: -5; Mot1-301 SUMO: -8; RTF Ca sens inh: -14; Keap1 Nrf2 FP: 0; dFosB act: -14; cardiac RTF act: 5; NSD2 inh: 1; PvdQ acylase: -11

What do the screens show for `O=C(NNC(=O)C1CC=CCC1)c1cccc(Br)c1` (configuration not stated)?
CDK5 p35 inh: -10; PfHsp90 set2: -1; LANA DNA inh: -0.1; Rtt109 Vps75: -19; Mot1-301 SUMO: 27; RTF Ca sens inh: -6; Keap1 Nrf2 FP: 0; dFosB act: 1; cardiac RTF act: -1; NSD2 inh: -3; PvdQ acylase: -18

Some of these compounds in order of formula weight, rising:
What do the screens show for `Oc1c(Cl)cc(CN2CCOCC2)c2cccnc12`?
CDK5 p35 inh: 0.2; LANA DNA inh: 0.8; Rtt109 Vps75: -3; Mot1-301 SUMO: -9; RTF Ca sens inh: -3; Keap1 Nrf2 FP: 0; dFosB act: -8; cardiac RTF act: -4; NSD2 inh: 4; PvdQ acylase: -2

Results for Cc1ccc(NC(=S)N2CCN(c3ccccc3F)CC2)c(C)c1 ?
CDK5 p35 inh: -4.4; PfHsp90 set2: 3; LANA DNA inh: 3.3; Rtt109 Vps75: -1; Mot1-301 SUMO: -13; RTF Ca sens inh: -2; Keap1 Nrf2 FP: -2; dFosB act: -7; cardiac RTF act: -2; NSD2 inh: -1; PvdQ acylase: -9

Results for CNS(=O)(=O)c1cccc(C(=O)NC2CCCc3ccccc32)c1 (configuration not stated) ?
CDK5 p35 inh: -4.3; PfHsp90 set2: 14; LANA DNA inh: 1.5; Rtt109 Vps75: -6; Mot1-301 SUMO: 2; RTF Ca sens inh: 0; Keap1 Nrf2 FP: -4; dFosB act: -1; cardiac RTF act: -2; NSD2 inh: -4; PvdQ acylase: -14

Following part.
How did Cc1nn(-c2ccccc2)c(N)c1C1(O)C(=O)N(C)c2ccccc21 (configuration not stated) do in these assays?
CDK5 p35 inh: 0.6; PfHsp90 set2: 11; LANA DNA inh: -1.4; Rtt109 Vps75: 6; Mot1-301 SUMO: -7; RTF Ca sens inh: -5; Keap1 Nrf2 FP: -1; dFosB act: -5; cardiac RTF act: -2; NSD2 inh: 0; PvdQ acylase: 8

What do the screens show for `CN=C(Nc1ccccc1)SC1CC(=O)N(c2cccc(OC)c2)C1=O` (configuration not stated)?
CDK5 p35 inh: -0.2; LANA DNA inh: -0.8; Rtt109 Vps75: 0; Mot1-301 SUMO: 2; RTF Ca sens inh: 5; Keap1 Nrf2 FP: -3; dFosB act: -13; cardiac RTF act: -2; NSD2 inh: -1; PvdQ acylase: -1

How did CCOC(=O)C1=C(C)NC(C)=C(C(=O)OCC)C1C(=O)OCC(=O)c1ccc2c(c1)OCCO2 do in these assays?
CDK5 p35 inh: 0.3; PfHsp90 set2: -66; LANA DNA inh: -0.3; Rtt109 Vps75: -8; Mot1-301 SUMO: 0; RTF Ca sens inh: -7; Keap1 Nrf2 FP: -5; dFosB act: -8; cardiac RTF act: -2; NSD2 inh: -8; PvdQ acylase: -3

What do the screens show for `COc1ccc(C(=O)C2CCCN(C(=O)c3cc4nc(C)cc(C)n4n3)C2)cc1F` (configuration not stated)?
CDK5 p35 inh: -0.8; PfHsp90 set2: 35; LANA DNA inh: 0.1; Rtt109 Vps75: -49; Mot1-301 SUMO: 114; RTF Ca sens inh: 10; Keap1 Nrf2 FP: -6; dFosB act: -1; cardiac RTF act: 4; NSD2 inh: 0; PvdQ acylase: -21
